KCNQ1 pot: potentiators or activators of KCNQ1 channel, primary screen, cell-based, thallium flux, high-throughput. hit rate 0.35% among 310,000. B-score at 10 µM. AID 2648, 2010. CHO-K1 KCNQ1, thallium flux FluxOR fluorescence; hits give high values. Potassium voltage-gated channel subfamily KQT member 1 (Homo sapiens), P51787;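 active = fluorescence ratio B-score, a plate-corrected score, at least three library SD, with initial intensity B-score within 5 SD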
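Schedule – 37 °C overnight plating, 90-min dark dye load, 20-min compound pretreatment · System – stable KCNQ1 CHO-K1 line · Probe or stimulus – thallium- and potassium-containing depolarizing buffer · Measured by – kinetic FluxOR fluorescence, 10 s baseline plus 110 s post-stimulus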
KCNK3 block: human KCNK3 channel inhibitors, primary screen, CHO cells, FluxOR thallium flux, B-score | Potassium channel subfamily K member 3 (Homo sapiens), O14649 | B-score at 10 µM | AID 602410, 2012 | FluxOR fluorescence; hits give low values | hit rate 0.84% among 340,000;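 active = B-score under library mean minus 4 SD, starting fluorescence ratio at most library mean plus 5 SD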;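 also: more negative B-score means stronger inhibition of thallium flux through KCNK3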
Target sequence (O14649 whole entry, looked up): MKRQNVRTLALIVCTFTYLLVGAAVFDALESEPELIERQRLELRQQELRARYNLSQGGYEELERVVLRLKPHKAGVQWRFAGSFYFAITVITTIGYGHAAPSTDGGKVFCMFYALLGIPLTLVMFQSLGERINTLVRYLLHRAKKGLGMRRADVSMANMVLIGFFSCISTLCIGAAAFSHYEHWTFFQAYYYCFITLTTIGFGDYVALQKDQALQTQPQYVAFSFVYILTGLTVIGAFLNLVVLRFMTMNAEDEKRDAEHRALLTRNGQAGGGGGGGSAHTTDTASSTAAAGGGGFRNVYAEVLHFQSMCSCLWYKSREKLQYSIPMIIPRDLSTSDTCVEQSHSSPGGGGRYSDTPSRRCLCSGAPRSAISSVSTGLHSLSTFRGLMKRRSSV
hERG protect: hERG rescue from dofetilide block, primary screen, cell-based, CHO-hERG, FluxOR thallium flux, dofetilide IC70. Voltage-gated inwardly rectifying potassium channel KCNH2 (Homo sapiens), Q12809. dofetilide IC70 present. activation (rescue from dofetilide block), less the hit threshold, % at 10 µM. hit rate 0.51% among 310,000. AID 1511, 2009;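 active = activation above the mean of controls blocked by dofetilide plus 5 SD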;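 also: thallium influx through hERG after potassium depolarization seen as dye fluorescence rise; in these data hits start at about 4.7%; inactives centre near -7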
PolyA inh: polyadenylation inhibitors in yeast reporter cells, primary screen, luminescence, S. cerevisiae; AID 1875, 2009; S. cerevisiae SKY197-pL101 polyadenylation reporter, beta-gal luminescence; efflux-impaired pdr1/pdr3 knockout yeast; score 100 = 6 SD above DMSO; calls only at 12 µM; hit rate 0.02% among 300,000;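 active = lowest replicate activity score at least 50, where 100 means six control SD above control mean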;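 also: yeast exposed to compound for 9 h at 30 °C; higher score means more reporter readthrough which indicates perturbed polyadenylation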
GSK3A inh: blockers of GSK3A enzyme activity – biochemical, luminescence, cell-free homogeneous, HTS, primary screen. hit rate 0.1% among 320,000. inhibition, % at 10 µM. Glycogen synthase kinase-3 alpha (Homo sapiens), P49840. GSK-3 alpha kinase, ADP-Glo luminescence, 60 min. AID 2650, 2010;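 in the data active = inhibition above about 50%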;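 also: GST-tagged GSK-3 alpha with peptide substrate and 25 µM ATP; 0% = DMSO neutral wells and 100% = GW8510 positive control wells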
RGS4 block: RGS4 inhibitors, primary screen, cell-based, HEK293 M3R inducible RGS4, calcium flux | Regulator of G-protein signaling 4 (Homo sapiens), P49798 | Fluo-4 calcium flux; hits give high values; triggered by carbachol at its EC20 | B-score at 10 µM | hit rate 0.45% among 310,000;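 active = B-score, a plate-corrected calcium signal, over three deviations above library mean, with baseline fluorescence within five deviations of library mean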;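 also: RGS4 expression induced by doxycycline in cells with stable M3 receptor; B-score is computed from the integrated fluorescence ratio over baseline after carbachol; higher B-score means a larger calcium signal and so more RGS4 inhibition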
Target sequence (P49798 whole entry, looked up): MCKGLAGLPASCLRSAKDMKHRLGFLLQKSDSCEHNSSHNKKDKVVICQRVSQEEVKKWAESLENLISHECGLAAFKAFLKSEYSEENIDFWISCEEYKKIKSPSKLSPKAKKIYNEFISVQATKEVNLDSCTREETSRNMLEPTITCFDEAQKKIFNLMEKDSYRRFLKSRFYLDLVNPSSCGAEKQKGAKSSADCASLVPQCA
Dyrk1A ADPGlo: rat Dyrk1A kinase inhibitors, primary screen, biochemical, single point, plate reader; Dual specificity tyrosine-phosphorylation-regulated kinase 1A (Rattus norvegicus), Q63470; ADP-Glo luminescence, NFATc1 peptide; inhibition, % at 12.5 µM; hit rate 0.43% among 310,000; AID 504441, 2011; in the data active = inhibition above about 50%;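 also: plate controls were vehicle with enzyme for no effect and no enzyme for full effect; many of its hits are not listed in these tables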
GSK3B inh: human GSK3beta kinase inhibitors, primary screen, biochemical, cell-free homogeneous, HTS. Glycogen synthase kinase-3 beta (Homo sapiens), P49841. GST-GSK3beta kinase, ADP-Glo luminescence, 60 min; hits give low values. activity score (negative = inhibition), % at 10 µM. hit rate 0.038% among 300,000;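 active = more than half of replicate wells score below -50%, meaning over 50% inhibition versus plate controls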;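 also: 0% = median DMSO wells and -100% = median GW8510 positive control wells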
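Test system: GST-fused GSK3beta enzyme, cell-free | Quantity: 1.6 ng GST-GSK3beta enzyme per well | Reagent: 25 µM ATP with peptide substrate | Schedule: 60 min enzyme reaction, room temperature | Signal: Luminescent ADP-Glo measurement of ADP formed | Read-out basis: Score relative to plate controls | Control set: DMSO and 20 µM GW8510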
KCNK9 inh: KCNK9 potassium channel inhibitors, primary screen, HEK293 cells, thallium flux; Potassium channel subfamily K member 9 (Homo sapiens), Q9NPC2; FluxOR thallium flux fluorescence; hits give low values; B-score at 10 µM; hit rate 1.2% among 310,000; AID 488922, 2010;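 active = ratio B-score over 3 SD below the library mean, with starting fluorescence within 5 SD of its mean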;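 also: negative B-score means less thallium flux so channel inhibition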
Target sequence (Q9NPC2 whole entry, looked up): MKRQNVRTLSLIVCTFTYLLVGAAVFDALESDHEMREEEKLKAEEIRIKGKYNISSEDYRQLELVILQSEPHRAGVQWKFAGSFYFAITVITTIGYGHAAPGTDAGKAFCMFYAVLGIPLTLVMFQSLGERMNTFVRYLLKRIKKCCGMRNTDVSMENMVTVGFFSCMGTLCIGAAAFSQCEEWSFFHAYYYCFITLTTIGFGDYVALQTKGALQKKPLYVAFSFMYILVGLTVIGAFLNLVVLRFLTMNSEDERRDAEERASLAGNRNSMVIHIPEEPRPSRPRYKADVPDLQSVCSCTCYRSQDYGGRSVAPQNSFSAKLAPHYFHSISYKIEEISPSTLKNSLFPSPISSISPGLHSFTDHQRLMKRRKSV
KCNQ1 inh: inhibitors of human KCNQ1 channel, primary screen, cell-based, thallium flux, high-throughput. B-score at 10 µM. Potassium voltage-gated channel subfamily KQT member 1 (Homo sapiens), P51787. hit rate 1.3% among 310,000. CHO-K1 KCNQ1, FluxOR thallium flux fluorescence; hits give high values;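 active = compounds whose thallium flux B-score, printed positive for inhibition, exceeds three library SD while starting fluorescence stays within three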;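 also: channel opened by potassium depolarization with thallium stimulus after 20 min compound exposure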
RGS4 act: RGS4 potentiators or activators, primary screen, cell-based, HEK293 M3R inducible RGS4, calcium flux | carbachol calcium flux Fluo4; hits give low values | hit rate 0.92% among 310,000 | B-score at 10 µM;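 active = B-score of the integrated calcium signal more than 4 SD below the library mean, with starting fluorescence not abnormally high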;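 also: negative B-score means reduced calcium response which marks RGS4 activation or potentiation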
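Reagent: ECmax carbachol challenge; Test system: M3R-expressing HEK293 line, RGS4 induced by doxycycline; Schedule: overnight RGS4 induction, 30 min dye load 37 °C, 20 min compound RT; Detection: calcium dye Fluo4 fluorescence; Read-out: Agonist-evoked peak-minus-minimum fluorescence over baseline, integrated ratio, B score.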
* hit, by the source's call. Some of the compounds tested; count on the stated rates, not on these rows.

Results for Nc1ncnc2c1ncn2[C@H]1C[C@H](O)[C@@H](COP(=O)(O)O)O1 ?
KCNQ1 pot: inactive; KCNK3 block: inactive; hERG protect: -7; PolyA inh: inactive; GSK3A inh: -1; RGS4 block: inactive; Dyrk1A ADPGlo: 4; GSK3B inh: 0; KCNK9 inh: inactive; KCNQ1 inh: inactive; RGS4 act: inactive

Results for Cc1ccccc1C(=O)NN(C)c1nc2ccccc2nc1C(F)(F)F ?
KCNQ1 pot: inactive; KCNK3 block: inactive; hERG protect: -1; PolyA inh: inactive; GSK3A inh: 2; RGS4 block: inactive; Dyrk1A ADPGlo: 4; GSK3B inh: 2; KCNK9 inh: inactive; KCNQ1 inh: inactive; RGS4 act: inactive

Results for Cn1sc(NC(=O)c2ccccc2)nc1=O ?
KCNQ1 pot: inactive; KCNK3 block: inactive; hERG protect: -12; PolyA inh: inactive; GSK3A inh: -1; RGS4 block: inactive; Dyrk1A ADPGlo: 5; GSK3B inh: -1; KCNK9 inh: inactive; KCNQ1 inh: inactive; RGS4 act: inactive

How did CCCCNC(=S)Nc1ccccc1F do in these assays?
KCNQ1 pot: inactive; KCNK3 block: inactive; hERG protect: -10; PolyA inh: inactive; GSK3A inh: -2; RGS4 block: inactive; Dyrk1A ADPGlo: -19; GSK3B inh: 2; KCNK9 inh: inactive; KCNQ1 inh: inactive; RGS4 act: inactive

How did CCc1ccccc1NC(=O)CSc1nnc(Cn2nnc3ccccc32)n1C do in these assays?
KCNQ1 pot: inactive; KCNK3 block: inactive; hERG protect: -9; PolyA inh: inactive; GSK3A inh: -6; RGS4 block: inactive; GSK3B inh: -3; KCNK9 inh: inactive; KCNQ1 inh: inactive; RGS4 act: -7.5*

Results for COc1cccc(Cn2cnc3c(NS(=O)(=O)c4ccc(Cl)cc4)c(C)c(C)cc32)c1 ?
KCNQ1 pot: inactive; KCNK3 block: inactive; hERG protect: -7; PolyA inh: inactive; RGS4 block: inactive; Dyrk1A ADPGlo: -2; GSK3B inh: 2; KCNK9 inh: inactive; KCNQ1 inh: inactive; RGS4 act: inactive

How did O=C(Nc1cccc2cccnc12)C1CCCC1 do in these assays?
KCNQ1 pot: inactive; KCNK3 block: inactive; hERG protect: -5; PolyA inh: inactive; RGS4 block: inactive; Dyrk1A ADPGlo: -4; GSK3B inh: -4; KCNK9 inh: inactive; KCNQ1 inh: inactive; RGS4 act: inactive

What do the screens show for `O=C(C[n+]1cc(-c2ccc(F)cc2)n2c1CCC2)Nc1nc(-c2ccc(F)cc2)cs1`?
KCNQ1 pot: inactive; KCNK3 block: inactive; hERG protect: -18; PolyA inh: inactive; GSK3A inh: 1; RGS4 block: inactive; Dyrk1A ADPGlo: 5; GSK3B inh: -5; KCNK9 inh: inactive; KCNQ1 inh: inactive; RGS4 act: inactive

What do the screens show for `O=C(O)CCCC(=O)Nc1ccc(Cl)cc1`?
KCNQ1 pot: inactive; KCNK3 block: inactive; hERG protect: -5; PolyA inh: inactive; GSK3A inh: -1; RGS4 block: inactive; Dyrk1A ADPGlo: -3; GSK3B inh: -1; KCNK9 inh: inactive; KCNQ1 inh: inactive; RGS4 act: inactive

Results for CCC(CCC(=O)Nc1cccc(C(=O)O)c1)C(=O)O (stereo not drawn) ?
KCNQ1 pot: inactive; KCNK3 block: inactive; hERG protect: 0; PolyA inh: inactive; GSK3A inh: 1; RGS4 block: inactive; Dyrk1A ADPGlo: -3; GSK3B inh: 6; KCNK9 inh: inactive; KCNQ1 inh: inactive; RGS4 act: inactive

What do the screens show for `O=C(Nc1cccc(O)c1)c1ccccc1[N+](=O)[O-]`?
KCNQ1 pot: inactive; KCNK3 block: inactive; hERG protect: -8; PolyA inh: inactive; GSK3A inh: 1; RGS4 block: inactive; Dyrk1A ADPGlo: -2; GSK3B inh: 0; KCNK9 inh: inactive; KCNQ1 inh: inactive; RGS4 act: inactive

How did CCOC(=O)C1C(c2ccc(OC)cc2)N(C)OC1(O)C(F)(F)F (stereo not drawn) do in these assays?
KCNQ1 pot: inactive; KCNK3 block: inactive; hERG protect: -8; PolyA inh: inactive; GSK3A inh: 0; RGS4 block: inactive; Dyrk1A ADPGlo: 2; GSK3B inh: 2; KCNK9 inh: inactive; KCNQ1 inh: inactive; RGS4 act: inactive

What do the screens show for `COc1ccccc1C(=O)N/C(=C/c1ccccc1)C(=O)NC(CCSC)C(=O)O` (stereo not drawn)?
KCNQ1 pot: inactive; KCNK3 block: inactive; hERG protect: -9; PolyA inh: inactive; GSK3A inh: -2; RGS4 block: inactive; Dyrk1A ADPGlo: -98; GSK3B inh: -1; KCNK9 inh: inactive; KCNQ1 inh: inactive; RGS4 act: inactive

What do the screens show for `CCCCCCN(C(=O)CCCCCN1C(=O)NC(c2ccc(-c3ccccc3)cc2)C(C(=O)OCc2ccccc2)=C1C)C(C(=O)NCCCC)c1ccc(OCC(=O)OC)cc1` (stereo not drawn)?
KCNQ1 pot: inactive; hERG protect: -6; PolyA inh: inactive; GSK3A inh: -2; RGS4 block: inactive; GSK3B inh: 0; KCNK9 inh: inactive; KCNQ1 inh: inactive; RGS4 act: inactive

Results for COc1ccc(CNC(=O)c2c(O)c3ccccc3n(C)c2=O)cc1 ?
KCNQ1 pot: inactive; KCNK3 block: inactive; hERG protect: -11; PolyA inh: inactive; GSK3A inh: 1; RGS4 block: inactive; Dyrk1A ADPGlo: -5; GSK3B inh: 0; KCNK9 inh: inactive; KCNQ1 inh: inactive; RGS4 act: inactive

How did O=C(Nc1ccc(F)cc1)c1cccc(C(=O)Nc2ccc(F)cc2)c1 do in these assays?
KCNQ1 pot: inactive; KCNK3 block: inactive; hERG protect: -9; PolyA inh: inactive; GSK3A inh: 1; RGS4 block: inactive; Dyrk1A ADPGlo: -3; GSK3B inh: 0; KCNK9 inh: inactive; KCNQ1 inh: inactive; RGS4 act: inactive

Results for Cc1nn(-c2ccccc2)c(Cl)c1/C=N/Nc1nncc(=O)[nH]1 ?
KCNQ1 pot: inactive; KCNK3 block: inactive; hERG protect: -10; PolyA inh: inactive; GSK3A inh: 0; RGS4 block: inactive; Dyrk1A ADPGlo: -1; GSK3B inh: 8; KCNK9 inh: inactive; KCNQ1 inh: inactive; RGS4 act: inactive

Results for CCC(C(=O)N1CCN(c2cccc(Cl)c2)CC1)c1ccccc1 (stereo not drawn) ?
KCNQ1 pot: inactive; KCNK3 block: -11*; hERG protect: -8; PolyA inh: inactive; GSK3A inh: 0; RGS4 block: inactive; Dyrk1A ADPGlo: 3; GSK3B inh: 1; KCNK9 inh: -11*; KCNQ1 inh: inactive; RGS4 act: inactive

Results for COc1ccc(C2=CSC3=NCCN23)cc1 ?
KCNQ1 pot: inactive; KCNK3 block: inactive; hERG protect: -1; PolyA inh: inactive; GSK3A inh: -3; RGS4 block: inactive; Dyrk1A ADPGlo: 0; GSK3B inh: 0; KCNK9 inh: inactive; KCNQ1 inh: inactive; RGS4 act: inactive

Results for CC(=O)Nc1ccc(/C(C)=N/Nc2nc(N3CCOCC3)nc(N3CCOCC3)n2)cc1 ?
KCNQ1 pot: inactive; KCNK3 block: inactive; hERG protect: -8; PolyA inh: inactive; GSK3A inh: 0; RGS4 block: inactive; Dyrk1A ADPGlo: 2; GSK3B inh: 0; KCNK9 inh: inactive; KCNQ1 inh: inactive; RGS4 act: inactive

How did CN(N=Nc1cccc([N+](=O)[O-])c1)c1ccccc1 do in these assays?
KCNQ1 pot: inactive; KCNK3 block: inactive; hERG protect: -3; PolyA inh: inactive; GSK3A inh: -1; RGS4 block: inactive; Dyrk1A ADPGlo: 3; GSK3B inh: -1; KCNK9 inh: -6.7*; KCNQ1 inh: inactive; RGS4 act: inactive

Results for CS(=O)(=O)c1ccc(Cl)c(NC(=O)Cc2ccccc2F)c1 ?
KCNQ1 pot: inactive; KCNK3 block: inactive; hERG protect: -10; PolyA inh: inactive; GSK3A inh: -1; RGS4 block: inactive; Dyrk1A ADPGlo: -5; GSK3B inh: 0; KCNK9 inh: inactive; KCNQ1 inh: inactive; RGS4 act: inactive

What do the screens show for `Cc1cccc(N=C2NC(=O)CS2)c1C`?
KCNQ1 pot: inactive; KCNK3 block: inactive; hERG protect: -5; PolyA inh: inactive; GSK3A inh: -1; RGS4 block: inactive; Dyrk1A ADPGlo: -10; GSK3B inh: 0; KCNK9 inh: inactive; KCNQ1 inh: inactive; RGS4 act: inactive

How did COc1cc(C(=O)Sc2ccc(Cl)cc2)cc(OC)c1OC do in these assays?
KCNQ1 pot: inactive; KCNK3 block: inactive; hERG protect: -6; PolyA inh: inactive; GSK3A inh: -2; RGS4 block: inactive; Dyrk1A ADPGlo: -4; GSK3B inh: 0; KCNK9 inh: inactive; KCNQ1 inh: inactive; RGS4 act: inactive

How did O=C(NCc1ccco1)c1cc(-c2ccncc2)nc2ccccc12 do in these assays?
KCNQ1 pot: inactive; KCNK3 block: inactive; hERG protect: -19; PolyA inh: inactive; GSK3A inh: -4; RGS4 block: inactive; Dyrk1A ADPGlo: 2; GSK3B inh: 2; KCNK9 inh: inactive; KCNQ1 inh: inactive; RGS4 act: inactive

Screening results as filed in PubChem BioAssay.
